# Compound activity as filed in PubChem.
# Autophagy HCS: alters autophagy in cells; calls only at 10 µM (by protocol); AID 463193; MEF GFP-LC3 puncta imaging; test concentration mostly 10 µM; actives 0.98% (n = 190,000);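 active = percentage of spot-positive cells more than 3 SD above its plate mean, without a fluorescence outlier flag or 80% toxicity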;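 also: spot-positive cell cutoff set from DMSO-treated cells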
# MT stabilizer: microtubule stabilization, imaging screen. HeLa tubulin immunostaining HCS, 24 h; share of cells brighter than vehicle mean+2SD. % tubulin-high responders, % at 10 µM. actives 0.83% (n = 200,000). AID 2205;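 active = plate Z-score above 3 for both tubulin-high and condensed-nucleus cell shares, with cell loss under 80%, at 10 µM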;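 also: anti alpha tubulin signal scored within the nucleus-defined area of each cell; some results filed as inactive read as strong as hits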
# bCat nuc transl: alters nuclear translocation of beta-catenin in HeLa cells; actives 0.3% (n = 190,000); nuclear translocation activity, % at 5 µM; immunofluorescence imaging;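 active = nuclear translocation activity above 50% at 5 µM, with a well cell count of 50 or more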;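 also: per-cell ratio of nuclear to cytoplasmic median beta-catenin stain intensity; plate controls were DMSO negative control for no effect and GSK-3 inhibitor IX positive control for full effect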
#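 System: Human HeLa cells, endogenous beta-catenin | Compound dosing: 5 µM primary, 0.02–20 µM confirmation | Timing: 24 h compound exposure at 37°C, 5% CO2 | Measured by: Fluorescence imaging of beta-catenin antibody stain plus DAPI | Read-out basis: % activation of per-cell nuclear versus cytoplasmic median beta-catenin signal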
# Ins promoter up: MIN6 insulin promoter up-regulation; MIN6 insulin promoter-GFP reporter, high-content imaging; stronger effect = higher value; z-score at 5 µM; actives 0.3% (n = 190,000); AID 1625;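 active = z-score above 3 at 5 µM with at least 500 cells counted in the well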
# PMI inhibition: MPI inhibition at elevated mannose 6-phosphate – biochemical, fluorescence intensity, high mannose 6-phosphate, primary screen (AID 1220); recombinant PMI enzyme, coupled fluorescence intensity; higher % means a stronger effect; one-dose inhibition, % at 20 µM; IC50 in µM for titrated hits; actives 0.66% (n = 190,000)
# TNAP activators: stimulation of alkaline phosphatase TNAP activity – biochemical, luminescent, no phosphate acceptor, uHTS, primary screen (AID 1001); activation fold at 20 µM; hits with a dose series show EC50 in µM; actives 0.03% (n = 200,000); purified TNAP, luminescent activation assay, no phosphate acceptor; higher activation fold means a stronger effect; in the data active = activation fold from about 3, or a potency from the dose series; inactive = the rest, 99 in 100 with activation fold below about 1.6; also: many of its hits are not listed in these tables
# Lipid droplet: hepatic lipid droplet formation modulation. AML12 mouse hepatocytes, oleate lipid droplets, BODIPY imaging. inhibition, % at 6.5 µM. actives 0.4% (n = 240,000);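 active = lipid droplet intensity inhibited by at least 50%, with more than 500 cells counted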
#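 material = mouse AML12 hepatocyte cell line, fixed after treatment | also added = 100 µM oleic acid challenge | doses = compound at 6.5 µM only | schedule = overnight exposure | technique = Image-based BODIPY and DAPI two-channel analysis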
# T cell modulator: modulates CD8 T cell binding to vesicles | calls only at 7 µM | 2C CD8+ T cell-vesicle binding, flow cytometry; stronger effect = lower value | actives 0.068% (n = 330,000);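 active = response, share of CD8 T cells binding vesicles, and their 90th percentile fluorescence all below set limits, cut at about 80% in these data, passing the limit was not always enough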
#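 Incubation: binding step 1.5 h, 37 °C, antibody labelling 20 min, ice; system: murine 2C transgenic CD8+ T lymphocytes; technique: cytometric PE anti-B7-1 and Alexa647 anti-CD8 signals after 1% paraformaldehyde fixation; also added: QL9-charged Drosophila Ld/ICAM-1/B7-1 vesicles; control set: naked versus QL9-loaded vesicles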
# human PMI inhibition: MPI enzyme activity inhibition – biochemical, fluorescence intensity, coupled assay, primary screen (AID 1209); actives 0.42% (n = 190,000); inhibition, % at 20 µM, or IC50 in µM where a hit was titrated; purified PMI enzyme, coupled fluorescence intensity; higher % means a stronger effect;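 also: plate controls were DMSO vehicle for no effect and wells lacking substrate for full effect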
# Ins promoter up cell count: recorded beside Ins promoter up, whose call it bears; cell count; measured here: cytotoxicity, nuclei count;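 total cells summed across four imaged fields per well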
# Lipid droplet cells 6.5 µM: further read-out of Lipid droplet, marked with its call; cell count; measured here: cell count, cytotoxicity flag;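 cells counted across two imaged fields per well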
# bCat nuc transl cell count 5 µM: further read-out of bCat nuc transl, marked with its call; cell count; measured here: cell count, cytotoxicity flag
# T cell modulator vesicle-bound %: second read-out of T cell modulator, no call of its own (marks repeat the call); double positive events, %; measured here: CD8+ vesicle-bound cell fraction;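 binding gate set so that unloaded-vesicle control wells show 10% double positive cells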
# MT stabilizer Hoechst-high %: also measured in MT stabilizer; calls as there; % Hoechst-high responders; measured here: nuclear condensation Hoechst responders;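 share of cells brighter than vehicle mean plus two SD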
# MT stabilizer cytotoxicity %: second read-out of MT stabilizer, no call of its own (marks repeat the call); toxicity, %; measured here: cytotoxicity by cell density;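 0% = mean cell density of plate MIN control wells and 100% = no cells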
# Autophagy HCS cell loss 18 h: second read-out of Autophagy HCS, no call of its own (marks repeat the call); toxicity, %; measured here: cell loss, nuclei count;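 cell loss after 18 h compound exposure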
# An asterisk follows results filed as active; i = inactive; x = no result given. Rule as the data show it, unless noted: active = inhibition above about 50%; inactive = the rest.
1) Cn1c(=O)c2c(nc(SCC(=O)Nc3ccccc3)n2C)n(C)c1=O
2) O=C1c2ccc(Br)cc2C(=O)N1c1ccc(Cc2ccncc2)cc1
3) COc1ccc(CC(=O)Nc2cc(C)ccc2O)cc1OC
4) CC(Sc1nnnn1C)C(=O)NC1CCCc2ccccc21 (stereo not given)
5) CCc1ccc(-c2cn3nc(C)c(C)nc3n2)cc1
6) Cc1ccc2nc(N3CCN(c4ccccc4F)CC3)c(C=O)c(=O)n2c1
7) COc1ccc(-n2cc(-c3ccccc3)c3c(NN4CCOCC4)ncnc32)cc1
8) COc1ccccc1/C=N/NC(=O)CC(=O)NC1CCCCC1
9) CC1=C(C(=O)NCc2ccccc2)C(c2cccs2)n2ncnc2N1 (stereo not given)
10) O=C(CSc1nnnn1-c1ccccc1)Nc1nc(-c2ccccc2)ns1

assay / compound	1	2	3	4	5	6	7	8	9	10
Autophagy HCS	i	i	x	i	i	i	i	i	i	i
Autophagy HCS cell loss 18 h	14	19	x	5	-5	23	7	15	-5	0
MT stabilizer	3.8	5.4	x	2.8	2.5	3.9	2.1	2.6	2.2	4.3
MT stabilizer Hoechst-high %	2.7	1.7	x	1.6	3.7	1.7	2.7	1.1	4.6	4.0
MT stabilizer cytotoxicity %	7.2	3.7	x	7.6	4.1	1.9	4.4	4.4	7.6	2.2
bCat nuc transl	1.5	-0.1	-5.1	0.5	-2.4	-2.8	0.1	-0.1	-8.3	-0.3
bCat nuc transl cell count 5 µM	1164	1593	1076	1006	1175	1078	1100	1068	956	996
Ins promoter up	0.94	0.11	-1.8	-0.81	x	0.39	-0.52	0.17	0.29	0.38
Ins promoter up cell count	1900	1090	754	1591	x	1383	1259	1314	1079	1930
PMI inhibition	6%	x	x	-4%	-125%	20%	-12%	5%	-2%	9%
TNAP activators	1	1.1	x	1	1.2	1	1.2	1.1	1.1	1.1
Lipid droplet	8	-4	-5	-19	-3	-6	9	-2	x	4
Lipid droplet cells 6.5 µM	686	670	744	701	724	678	682	697	x	600
T cell modulator	i	x	i	i	i	i	i	i	i	i
T cell modulator vesicle-bound %	20	x	51	46	23	55	9	9	41	2
human PMI inhibition	8%	x	x	-2%	-76%	24%	-18%	6%	-4%	5%

11) CCc1ccc(-c2csc(NC(=O)c3cccnc3)n2)cc1
12) COc1cccc(C(c2c(N)n(C)c(=O)n(C)c2=O)C(C)[N+](=O)[O-])c1 (stereo not given)
13) CCOC(=O)C1CCCCN1Cc1ccc(OC)c(OC)c1 (stereo not given)
14) O=S(=O)(Cc1ccccc1)N1CCCC(c2nc(-c3ccc(F)cc3)no2)C1 (stereo not given)
15) CC1=C(C)CC(C(=O)N2CCN(C/C=C/c3ccccc3)CC2)C(C(=O)O)C1 (stereo not given)
16) O=C(Nc1ccc(Br)cc1Cl)N1CCOCC1
17) CCc1ccc(NSc2ccccc2[N+](=O)[O-])cc1
18) O=C(N/N=C/c1ccc2c(c1)OCO2)C(=O)Nc1ccc2ccccc2c1
19) CCCN1Cc2cccc(C(=O)Nc3ccc(-c4nc5ccccc5[nH]4)cc3)c2C1=O
20) CCOc1ccc(-n2c(SCC(=O)N3CCc4ccccc43)nnc2-c2c[nH]c3ccccc23)cc1

assay / compound	11	12	13	14	15	16	17	18	19	20
Autophagy HCS	i	x	x	i	i	i	i	i	i	i
Autophagy HCS cell loss 18 h	-1	x	x	6	4	7	-29	6	4	13
MT stabilizer	2.0	x	x	3.0	1.9	2.6	46*	3.0	3.4	2.2
MT stabilizer Hoechst-high %	2.8	x	x	3.7	1.6	1.8	39*	1.5	2.2	3.9
MT stabilizer cytotoxicity %	7.4	x	x	12	11	4.0	27*	5.5	2.9	7.8
bCat nuc transl	x	0.5	-0.7	0.7	1.3	1.1	1.0	1.0	-0.7	-3.4
bCat nuc transl cell count 5 µM	x	1288	1307	893	1530	1604	1098	1525	927	464
Ins promoter up	-0.64	-0.49	0.37	-0.66	-0.27	0.01	-0.07	-0.18	-0.62	-0.04
Ins promoter up cell count	1068	1050	1163	1335	1392	1444	1911	1498	1421	1264
PMI inhibition	0%	x	x	13%	x	-3%	21%	-4%	0%	-8%
TNAP activators	1.1	x	x	1	1	1.1	1	1.1	1.1	1.1
Lipid droplet	5	14	2	x	4	11	0	15	-6	-1
Lipid droplet cells 6.5 µM	733	730	780	x	575	709	743	730	653	704
T cell modulator	i	i	i	i	i	i	i	i	i	i
T cell modulator vesicle-bound %	7	21	33	20	50	59	28	33	10	20
human PMI inhibition	-1%	x	x	14%	x	-1%	23%	-3%	10%	-6%

21) COc1ccccc1NC(=S)N1CCN(C/C=C/c2ccccc2)CC1
22) COc1ccccc1NC(=S)NC(=O)C1CC1
23) CCn1c(CSCc2ccc(Cl)cc2)nnc1SCC(=O)Nc1cccc(C(=O)O)c1
24) CCc1ccc(NC(=O)CSCc2nc(N)nc(Nc3ccccc3CC)n2)cc1
25) Cc1ccc2sc(NNC(=O)c3ccc4c(c3)OCCO4)nc2c1C
26) Cc1sc(NC(=S)NC(=O)c2cccs2)nc1-c1ccc(C(C)C)cc1
27) Cc1cc(NC(=O)CN2C(=O)NC(C)(c3ccc(OC(F)F)cc3)C2=O)no1 (stereo not given)
28) Cn1nc(-c2ccc(OCC(=O)Nc3ccccc3)cc2)c2ccccc2c1=O
29) O[C@@H]1C2CCCC1[C@]1(O)CCCCC1C2 (stereo not given in full)
30) COc1ccccc1C1CCN(C(=S)Nc2ccc(Br)cc2)CC1

assay / compound	21	22	23	24	25	26	27	28	29	30
Autophagy HCS	i	i	i	i	i	i	i	i	i	x
Autophagy HCS cell loss 18 h	1	0	6	7	6	9	-5	6	-7	x
MT stabilizer	1.9	3.0	1.6	2.8	2.9	4.9	3.0	1.3	2.2	x
MT stabilizer Hoechst-high %	2.4	3.7	1.1	3.4	2.3	2.6	1.9	1.1	1.6	x
MT stabilizer cytotoxicity %	8.2	3.6	5.0	13	5.0	4.9	11	7.0	6.6	x
bCat nuc transl	0.7	0.9	-3.5	2.3	0.5	0.8	-1.3	x	-4.7	-1.0
bCat nuc transl cell count 5 µM	954	506	1103	1070	590	1119	1406	x	1385	1350
Ins promoter up	0.05	0.07	0.17	0.38	0.99	-0.92	-0.76	-0.07	-0.13	0.66
Ins promoter up cell count	1193	1389	1430	1534	1254	1833	1317	732	1459	1371
PMI inhibition	-1%	-3%	-5%	10%	-7%	4%	-6%	8%	1%	x
TNAP activators	1.1	1.1	1.1	1.2	1.1	1	1.1	1.1	1	x
Lipid droplet	-26	-9	-2	-1	10	4	x	-4	x	-2
Lipid droplet cells 6.5 µM	591	725	687	670	747	729	x	770	x	683
T cell modulator	i	i	i	i	i	i	i	i	i	i
T cell modulator vesicle-bound %	23	44	27	53	36	48	40	23	44	34
human PMI inhibition	-2%	-3%	1%	7%	-4%	3%	3%	1%	3%	x

# Arranged by the number under MT stabilizer Hoechst-high % (low to high): some entries from above
cpd | Compound | MT stabilizer Hoechst-high %
23 | CCn1c(CSCc2ccc(Cl)cc2)nnc1SCC(=O)Nc1cccc(C(=O)O)c1 | 1.1
27 | Cc1cc(NC(=O)CN2C(=O)NC(C)(c3ccc(OC(F)F)cc3)C2=O)no1 (stereo not given) | 1.9
22 | COc1ccccc1NC(=S)NC(=O)C1CC1 | 3.7

# Next part:
31) CCOc1ccc(NC(=O)CS(=O)(=O)c2cn(CC)c3ccccc23)cc1
32) N#C/C(=C\Nc1ccccn1)S(=O)(=O)c1ccc(Cl)cc1
33) O=C(C1CC1)N1CCc2cc(S(=O)(=O)N3CCCc4ccccc43)ccc21
34) COC(=O)CN1C(CN2CCOCC2)=Nc2ccc(Br)cc2C1c1ccccc1 (stereo not given)
35) COc1ccc(-n2c(SCC(=O)N3CCCCC3C)nnc2-c2cccnc2)cc1 (stereo not given)
36) Cc1cccc(NC(=O)c2c(O)c3cccc4c3n(c2=O)CCC4)n1
37) Cc1oc2cc(O)cc(C)c2c(=O)c1-c1cnn(-c2ccccc2)c1
38) Cc1nn(C)c(C(=O)NNC(=S)NC2CCCCC2)c1Cl
39) O=C(COc1ccc(N2CC(C(=O)O)CC2=O)cc1)Nc1cccc(C(F)(F)F)c1 (stereo not given)
40) CCOc1ccc(S(=O)(=O)NCc2ccc(C)cc2)c2cccnc12
41) COC(=O)c1ccc(N=Cc2c(-c3ccccc3)[nH][nH]c2=O)cc1

assay / compound	31	32	33	34	35	36	37	38	39	40	41
Autophagy HCS	i	x	i	x	i	i	i	i	i	i	i
Autophagy HCS cell loss 18 h	5	x	19	x	-7	13	-1	-8	-4	19	6
MT stabilizer	1.6	x	20	x	2.9	4.6	3.3	5.1	4.6	3.1	8.8
MT stabilizer Hoechst-high %	4.3	x	12	x	0.4	4.0	3.0	1.9	2.6	1.3	2.0
MT stabilizer cytotoxicity %	4.1	x	30	x	38	7.5	1.0	5.1	8.8	7.5	11
bCat nuc transl	1.0	0.5	-0.6	0.9	-1.5	-4.3	-0.1	-3.1	2.3	1.1	-2.6
bCat nuc transl cell count 5 µM	1118	1339	1332	1201	995	1191	954	618	1131	555	1083
Ins promoter up	-1.2	-1.1	-1.4	0.06	1	x	0.42	0.21	-0.22	0.17	2.2
Ins promoter up cell count	1998	1375	1523	1500	1506	x	1028	1245	1252	1159	1111
PMI inhibition	14%	x	6%	x	-9%	-2%	15%	-9%	-4%	4%	-40%
TNAP activators	1.1	x	1.1	x	1	1.1	1.1	1.6	1.1	1	1.9
Lipid droplet	-1	19	x	-14	2	x	-5	20	-1	-7	-13
Lipid droplet cells 6.5 µM	627	669	x	678	623	x	716	733	768	710	653
T cell modulator	i	i	i	i	i	x	i	i	i	i	i
T cell modulator vesicle-bound %	18	26	33	57	31	x	28	46	58	9	43
human PMI inhibition	12%	x	3%	x	-3%	-3%	15%	-10%	3%	-5%	-59%
